From PubChem
KDM4E inh: JMJD2E (human) inhibition. Potency, µM (highest dose often 57.1 µM), without a hit: at the top dose activity change, negative = inhibition, actives largely listed as inhibitors. B2RXH2. 230,000 compounds, 1.6% hits. AID 2147. JMJD2E catalytic domain, FDH-coupled NADH fluorescence (FDH is formaldehyde dehydrogenase); active = well fitted inhibition curve with a large enough effect, not every such curve was filed as active; inconclusive = small, poorly fitted or top-dose-only effect, or another doubt; inactive = no such curve, though single readings can be large or run the other way;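 also: 0% = wells with enzyme and -100% = buffer wells without enzyme; nearly all actives have a fitted effect of over 50% in size; many of its hits are not listed in these tables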
Target sequence (B2RXH2 1-337 limits assumed): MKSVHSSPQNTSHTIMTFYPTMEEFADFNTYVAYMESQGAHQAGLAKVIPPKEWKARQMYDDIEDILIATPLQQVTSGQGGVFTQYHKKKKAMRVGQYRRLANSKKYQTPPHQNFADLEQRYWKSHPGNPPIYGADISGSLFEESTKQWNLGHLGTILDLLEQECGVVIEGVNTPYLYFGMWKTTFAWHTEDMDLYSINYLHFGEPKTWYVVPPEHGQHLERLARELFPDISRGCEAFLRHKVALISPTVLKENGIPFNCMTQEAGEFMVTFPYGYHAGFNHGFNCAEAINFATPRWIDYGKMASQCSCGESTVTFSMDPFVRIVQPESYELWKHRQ
Tau fluor cs: counter-screen for tau fibril formation inhibitors. Potency, µM (doses to about 57.7 µM), for the others: at the highest dose activity change, negative = decrease. 280,000 compounds, 0.93% hits. AID 1463. tau K18 P301L Alexa594 fluorescence, heparin fibrillization; also: % is scaled to controls: 0 for no effect and ±100 for the full control effect; nearly all actives have a fitted effect of over 55% in size
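Human tau K18 P301L (15 uM unlabeled, 0.24 uM Alexa 594-labeled) in 100 mM sodium acetate pH 7 with 20 uM heparin, 6 hr at 37 C. ThT 30 uM added, 1 hr ambient; Alexa 594 FP and total fluorescence read at 555/632 nm.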
HTT cytoprotect: Huntington cell model cytoprotection by ATP luminescence; PC12 HTT-Q103 induced, cytoprotection, ATP luminescence, 40 h; Potency, µM (doses to about 56.4 µM), inactives show cytoprotection (ATP increase), hits mostly activators; 230,000 compounds, 0.14% hits; AID 1471;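 also: % of control where 0% means no effect; nearly all actives have a fitted effect of over 45% in size; toxic huntingtin expression switched on by the ecdysone agonist tebufenozide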
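PC12 cells stably carrying ecdysone-inducible Htt exon 1 (Q103)–GFP were induced with 100 nM tebufenozide (final) alongside library compounds in a dose series. Cytoprotection was scored as retained ATP by ATPlite luminescence.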
Tau fibril ThT: inhibitors of human tau fibril formation, thioflavin T binding. P10636. recombinant tau K18 P301L (four-repeat tau fragment), heparin-induced fibrillization, ThT fluorescence. Potency, µM (top dose mostly 57.4 µM), for inactives: at the top dose activity, negative = inhibition, usual class: inhibitors. 270,000 compounds, 2.1% hits. AID 1460; also: % is scaled to controls: 0 for no effect and ±100 for the full control effect; nearly all actives have a fitted effect of over 55% in size
Target sequence (P10636 561-689 P618L limits assumed): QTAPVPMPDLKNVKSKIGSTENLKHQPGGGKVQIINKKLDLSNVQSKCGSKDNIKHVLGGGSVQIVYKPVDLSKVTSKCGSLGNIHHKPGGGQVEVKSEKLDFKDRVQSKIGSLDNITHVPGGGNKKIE
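Heparin-induced (20 uM) aggregation of recombinant human K18 P301L tau, 15 uM unlabeled with 0.24 uM labeled, pH 7 acetate buffer, 6 hr at 37 C with compound. Fibrils quantified by 30 uM ThT fluorescence after 1 hr ambient incubation.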
HTT aggregate: inhibitors of mutant huntingtin aggregate formation in PC12 cells. PC12 HttQ103-GFP aggregates, Acumen cytometry, 40 h. Potency, µM (top dose mostly 46.1 µM), without a hit: at the top dose activity change, negative = inhibition, usual class: inhibitors. 220,000 compounds, 1.1% hits. AID 1688; also: % is scaled to controls: 0 for no effect and ±100 for the full control effect; nearly all actives have a fitted effect of over 60% in size
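PC12 cells with ecdysone-inducible HTT exon1 Q103-GFP, induced by 100 nM tebufenozide, given compounds in a concentration series. GFP aggregates (1–25 um, 6 SD above background) counted in lysates by laser-scanning cytometry, 488 nm excitation.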
Tau FP inhib: blocks human tau fibril formation measured by polarization; 280,000 compounds, 0.39% hits; P10636; K18 P301L tau heparin fibrillization, Alexa594 FP, 6 h; Potency, µM (doses to about 57.7 µM), for inactives: at the top dose activity, negative = inhibition, most hits filed as inhibitors; also: % is scaled to controls: 0 for no effect and ±100 for the full control effect; nearly all actives have a fitted effect of over 55% in size
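K18 P301L tau (15 uM unlabeled/0.24 uM Alexa 594-labeled, final) + compound + heparin 20 uM final; 100 mM NaOAc pH 7; 6 hr 37 C; ThT 30 uM final added, 1 hr RT; FP ex 555/em 632 nm.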
SMN2 splice up: SMN2 splice variant enhancement. HEK293 SMN2-luciferase splicing reporter, luminescence, 30-36 h. Potency, µM (titrated, usually from 46.1 µM), for inactives: top-dose activity change, positive = activation, actives largely listed as activators. 210,000 compounds, 2.8% hits. AID 1458; also: % of control where 0% means no effect; nearly all actives have a fitted effect of over 55% in size
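HEK293 cells carry an SMN2 […]–luciferase reporter in which exon 7 inclusion puts luciferase in frame. Cells were plated 10-12 h before compound addition, then incubated 30-36 h at 37C. ONE-Glo luminescence was read; sodium butyrate at 4.5 mM final served as control.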
ALDH1A1 block: ALDH1A1 (human) enzyme inhibition. AID 1030. Purified ALDH1A1, NADH fluorescence, propionaldehyde substrate. 220,000 compounds, 7.3% hits. Potency, µM (top dose mostly 75.3 µM), without a hit: at the highest dose activity, negative = inhibition, most hits filed as inhibitors; active = well fitted inhibition curve with a large enough effect, not every such curve was filed as active; inconclusive = small, poorly fitted or top-dose-only effect, or another doubt; inactive = no such curve, though single readings can be large or run the other way;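 also: plate controls were no enzyme wells and a reference inhibitor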
Target sequence (P00352 whole entry, looked up): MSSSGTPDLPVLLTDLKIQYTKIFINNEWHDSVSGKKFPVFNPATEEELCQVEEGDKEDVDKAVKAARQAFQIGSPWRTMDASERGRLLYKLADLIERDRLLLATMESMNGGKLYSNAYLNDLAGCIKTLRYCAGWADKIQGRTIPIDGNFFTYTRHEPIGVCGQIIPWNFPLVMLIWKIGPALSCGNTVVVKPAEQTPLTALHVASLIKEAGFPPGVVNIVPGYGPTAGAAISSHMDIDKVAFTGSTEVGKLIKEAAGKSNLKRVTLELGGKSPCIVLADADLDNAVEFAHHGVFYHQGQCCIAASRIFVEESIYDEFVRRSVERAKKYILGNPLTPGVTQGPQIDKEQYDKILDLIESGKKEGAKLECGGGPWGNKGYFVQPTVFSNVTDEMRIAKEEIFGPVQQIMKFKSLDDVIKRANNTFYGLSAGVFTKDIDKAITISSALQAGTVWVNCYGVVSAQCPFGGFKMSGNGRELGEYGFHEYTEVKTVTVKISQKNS
* marks the source's active call; other numbers are inactive results; ? = inconclusive; / = no result given; & = joins results of further samples; ! = not confirmed by another sample; [ ] = dose if it differs, or a comment. Unless noted, calls follow the shape of the dose curve; as a rule, active = well fitted curve in the direction sought with a large enough effect; inconclusive = small, poorly fitted or top-dose-only effect, or another doubt; inactive = no such curve, though single readings can be large; an effect the other way counts as inactive or inconclusive. Potency is read from the fitted curve at half-maximal effect.

molecule	KDM4E inh	Tau fluor cs	HTT cytoprotect	Tau fibril ThT	HTT aggregate	Tau FP inhib	SMN2 splice up	ALDH1A1 block
C#CCOCCOCCOCCNc1nc(N2CCN(C(=O)[C@H](CCC(=O)O)n3cc(C(N)Cc4ccc(O)cc4)nn3)CC2)nc(N2CCN(C(=O)[C@H](Cc3cc4ccccc4[nH]3)n3cc(C(N)[C@H](C)CC)nn3)CC2)n1 (stereo partly specified)	-5%	3%	13%[10 µM]	-8%	5%[9.22 µM]	8%	/	-8%
COc1ccc(N2CCN(S(=O)(=O)c3cn(C)c(=O)n(C)c3=O)CC2)cc1	9%	-9%	5%[10 µM]	/	-14%[9.22 µM]	2%	/	/
COc1ccc(CCN2C(=O)C3C4CC(C5C(C(=O)N/N=C\c6ccc(Cl)cc6)=NOC45)C3C2=O)cc1OC (stereo unspecified)	-8%	-15%	-18%	-8%	12%	?	6%	6%
CCOCCCNC(=O)CC1Oc2ccc(C)cc2NC1=O (stereo unspecified)	-6%	2%	-2%[10 µM]	-3%	-6%	2%	4%	12%
COC(=O)CC1Oc2ccccc2-n2cc(-c3ccccc3)nc21 (stereo unspecified)	/	-26%	/	-13%	/	-12%	-12%	/
Nc1nnc(N2CCCCCC2)s1	-12%	-5%	-23%[0.074 µM]	-7%	-1%	6%	-10%	4%
COc1ccccc1NC(=O)CCSc1nnc(-c2ccc(O)cc2)o1	0%	-14%	-20%	?	8%	-1%	3%	-8%
COC(=O)c1cc(C#N)c(N2CCN(C)CC2)nc1C	?	5%	/	1%	15%	8%	21%	7%
Cc1ccc2c(c1)N(CCCC(=O)NCc1cccc(F)c1)C(=O)CO2	/	-5%	/	-5%	/	4%	3%	/
O=C(Nc1ccc(F)cc1F)N1CCCC(c2nc(-c3ccc(F)cc3)no2)C1 (stereo unspecified)	1%	-6%	/	-1%	/	2%	-7%	2%

(listing goes on)
molecule	KDM4E inh	Tau fluor cs	HTT cytoprotect	Tau fibril ThT	HTT aggregate	Tau FP inhib	SMN2 splice up	ALDH1A1 block
O=C(Cn1cc2c(n1)CCCCC2)Nc1c(F)c(F)cc(F)c1F	6%	-7%	-22%	-10%	1%	9%	0%	-15%
Fc1ccc(/C=N/NC2=Nc3cccc4cccc2c34)cc1	10%	?	/	2.2µM*	-2%	6%	11µM*	8%
COC/C=C/C1=CC2=CC(=O)C(C)(OC(=O)c3cnc4ccccc4n3)C(=O)C2=CN1c1ccccc1 (stereo unspecified)	0%[11.4 µM]	?	-10%&10%[10 µM]	13µM*!	11%[9.22 µM]	?	4%[9.22 µM]	4%[13.5 µM]
C=CCN(C(=O)Nc1ccccc1)C1CC(=O)N(c2ccc(OC)cc2)C1=O (stereo unspecified)	3%	11%	9%[10 µM]	3%	-8%	5%	-3%	?
O=C(CCC(=O)c1ccc(Oc2ccccc2)cc1)Nc1cccc(Cl)c1	0%	-1%	-6%[10 µM]	-3%	1%	-13%	0%	7%
CC1CC(C(F)(F)F)n2ncnc2N1 (stereo unspecified)	3%	-1%	-5%	5%	-20%	-2%	-2%	?
CCOC(=O)N1CCC(N2Cc3cccc(C(=O)NCc4ccc(C)cc4)c3C2=O)CC1	-8%	-5%	-9%	-17%	9%	1%	-11%	?
COc1ccccc1NC(C)C(=O)N/N=C/c1cccs1 (stereo unspecified)	-5%	0%	-12%	3%	9%	4%	1%	4%
COC(=O)CN1C(=O)C(O)(CC(=O)c2ccccc2)c2ccccc21 (stereo unspecified)	-4%	-13%	-7%	-11%	-15%	-7%	14%	4.5µM*
O=C(Nc1cc([N+](=O)[O-])ccc1F)c1ccc2c(c1)OCCO2	6%	-7%	-4%	-6%	13%	-9%	/	9%

More results
molecule	KDM4E inh	Tau fluor cs	HTT cytoprotect	Tau fibril ThT	HTT aggregate	Tau FP inhib	SMN2 splice up	ALDH1A1 block
c1ccc2[nH]c(NCCN3CCOCC3)nc2c1	1%	2%	11%	3%	10%	-1%	-1%	3%
CCCOc1ccc(C(=O)Nc2ccc(Cl)c(-c3nc4ncccc4o3)c2)cc1	/	?	/	-8%	/	-20%	-3%	/
Cc1cccc(-n2cc[nH]c2=S)c1	10%	1%	-1%[10 µM]	-4%	3%	2%	0%	?
Cc1ccc2[nH]c(O)c(N=Nc3nc4ccccc4s3)c2c1	7%	?	-16%[10 µM]	/	-17%[9.22 µM]	1%	/	/
CCOc1ccc(N=C/C=C/c2ccccc2)c(O)c1	10µM*	?	16%[10 µM]	4.5µM*	-3%[9.22 µM]	?	/	/
COc1ccc(-c2onc(C)c2-c2cnn(-c3ccccc3)c2)c(O)c1C	-13%	?	-31%[inhibitor]	-15%	-17%	-11%	/	-13%
Cc1ccc(NC2=C/C(=N/S(=O)(=O)c3cccs3)c3ccccc3C2=O)cc1C	8%	-17%	/	-6%	?	5%	?	3%
CCn1c(C)nc2cc(C(=O)NNS(=O)(=O)c3c(F)cc(F)c(Cl)c3F)ccc21	0%	7%	-12%	5%	5%	4%	-8%	3%
CCCn1c(C(=O)OC)cc2c1ccn2-c1ccc(F)cc1	?	-25%	-43%[inhibitor]	?	-24%	1%	-1%	?
COc1ccc(CNC(=S)N/N=C(\C)c2ccc(OC)cc2)cc1	-6%	?	-1%[10 µM]	-7%	13%[9.22 µM]	-11%	/	/

(next part)
molecule	KDM4E inh	Tau fluor cs	HTT cytoprotect	Tau fibril ThT	HTT aggregate	Tau FP inhib	SMN2 splice up	ALDH1A1 block
COc1ccccc1N1C(=O)C2C3C=CC(C3)C2(C)C1=O (stereo unspecified)	2%	-4%	-8%	-5%	11%	-8%	-6%	0%
Nc1nc(N2CCN(C(c3ccccc3)c3ccccc3)CC2)n[nH]1	2%	-10%	?	-3%	8%[9.22 µM]	9%	8%	?
COC(=O)c1ccc(C(NC(=O)OCc2ccccc2)/C(=C/[C@@H](C)C(=O)NCc2ccccc2)c2cccnc2)cc1 (stereo partly specified)	-1%	-7%	-6%	-11%	/	2%	7%	-2%
CCc1nnc(NC(=O)CSc2nnc(-c3cccnc3)n2C)s1	5%	4%	-26%	5%	4%	-1%	10%	2%
CCN(CC)c1nc(C#N)nc(N(CC)CC)n1	6%	-5%	-16%	-13%	-9%	-5%	-11%	-14%
O=C(NCc1ccc(Cl)cc1)C(=O)Nc1ccc(Br)cc1	/	-5%	/	1%	/	-9%	-5%	/
CCOC(=O)Cc1nnc(Nc2cccc(O)c2)c2ccccc12	-4%	-14%	-9%	-15%	-1%	-1%	-29%	15%
O=C(c1cccc(S(=O)(=O)N2CCOCC2)c1)N1CCN(S(=O)(=O)c2cccs2)CC1	-3%	-3%	-6%	1%	9%	-11%	20%	0%
CN(C)C(=O)[C@H]1C[C@@H]1[C@H](NC(=O)OCc1ccccc1)c1ccccc1	1%	-6%	-7%	-6%	/	3%	-13%	-12%
O=c1[nH]nc(SCc2nc3ccccc3s2)n1C1CC1	?	-1%	-19%	-12%	13%	4%	?	?

Next results.
molecule	KDM4E inh	Tau fluor cs	HTT cytoprotect	Tau fibril ThT	HTT aggregate	Tau FP inhib	SMN2 splice up	ALDH1A1 block
CC(C)(C)n1cnc2cc(NS(=O)(=O)c3ccccc3)ccc21	-3%	4%	-8%	-2%	-19%	4%	-1%	-1%
COc1ccc(C2CC(c3ccccc3)=NN2C(=S)Nc2ccccc2)cc1 (stereo unspecified)	-35%	-15%	/	4%	?	-12%	7%	-13%
Cc1nccn1CC(=O)N/N=C/c1cccc(O)c1	1%	11%	12%[10 µM]	9%	19%	1%	9%	12%
COc1cccc(C(=O)NC2=NC(c3ccc(N(C)C)cc3)CC(=O)N2)c1 (stereo unspecified)	/	-23%	/	-10%	/	2%	-5%	/
Cc1ccc(Cn2c(O)c(N=NC(=S)Nc3ccccc3F)c3ccccc32)cc1	1%	?	-20%	-20%	-24%	-1%	/	11µM*
Cc1ccc(S(=O)(=O)N2c3cc(C)ccc3OCC2C(C)(C)C)cc1 (stereo unspecified)	2%	-14%	8%[10 µM]	-12%	-14%	-4%	0%	-5%
CCOC(=O)c1sc(NC(C)=O)nc1-c1ccccc1	0%	-9%	10%	-4%	12%	-4%	-6%	0%
C/C(=N\OC(=O)c1cccc(Cl)c1)c1sc(C)nc1C	-4%	-5%	0%	?	-12%	4%	/	1%
CCOC(=O)c1nnc(-c2ccc(C)cc2)nc1Oc1ccc(Cl)cc1Cl	-2%	-10%	-33%	?	-3%	-2%	-10%	-6%
CC(C)C[C@@H]1NC(=O)N(CCN2CCOCC2)C1=O	2%	-1%	-10%	1%	-6%	-4%	/	9%

Later entries:
molecule	KDM4E inh	Tau fluor cs	HTT cytoprotect	Tau fibril ThT	HTT aggregate	Tau FP inhib	SMN2 splice up	ALDH1A1 block
C(#Cc1ccccc1)CN1CCOCC1	6%	-3%	-3%	-8%	-5%	-1%	-27%	5%
CC(C)(C)OC(=O)NCCCCCc1nnc(SCc2c(F)cccc2Cl)o1	5%	-8%	-21%[10 µM]	-12%	-21%[9.22 µM]	9%	/	/
O=C(COC(=O)c1ccco1)NCc1ccc(F)cc1	6%	-3%	/	-3%	/	-3%	-8%	5%
Cc1c(Cl)c(C(=O)N2CCCc3ccccc32)nn1C	1%	-4%	-20%	-4%	4%	9%	-4%	?
N/C(=N\NC(=O)c1ccc(F)cc1)c1cc2ccccc2oc1=O	-34%	-16%	-18%	?	?	?	2%	4%
CC(C)Cn1c(N)c(C(=O)COC(=O)C2CC(=O)N(Cc3ccccc3Cl)C2)c(=O)n(C)c1=O (stereo unspecified)	3%	-11%	?	-2%	-14%	3%	-26%	?

Some of the compounds tested; the hit share may differ from the screen's.
